M5 PAM – potentiates acetylcholine response at human M5 receptor; P08912; CHO-K1 hM5, Fluo-8 calcium, ACh EC20 PAM; 0% = ACh EC20, 100% = ACh EC100; activation, % at 3 µM; hit rate 0.3% among 360,000; AID 624038;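 active = activation above the run cutoff, the mean activation of all test compounds plus 3 SD, cut at about 18% in these data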
Target sequence (P08912 whole entry, looked up): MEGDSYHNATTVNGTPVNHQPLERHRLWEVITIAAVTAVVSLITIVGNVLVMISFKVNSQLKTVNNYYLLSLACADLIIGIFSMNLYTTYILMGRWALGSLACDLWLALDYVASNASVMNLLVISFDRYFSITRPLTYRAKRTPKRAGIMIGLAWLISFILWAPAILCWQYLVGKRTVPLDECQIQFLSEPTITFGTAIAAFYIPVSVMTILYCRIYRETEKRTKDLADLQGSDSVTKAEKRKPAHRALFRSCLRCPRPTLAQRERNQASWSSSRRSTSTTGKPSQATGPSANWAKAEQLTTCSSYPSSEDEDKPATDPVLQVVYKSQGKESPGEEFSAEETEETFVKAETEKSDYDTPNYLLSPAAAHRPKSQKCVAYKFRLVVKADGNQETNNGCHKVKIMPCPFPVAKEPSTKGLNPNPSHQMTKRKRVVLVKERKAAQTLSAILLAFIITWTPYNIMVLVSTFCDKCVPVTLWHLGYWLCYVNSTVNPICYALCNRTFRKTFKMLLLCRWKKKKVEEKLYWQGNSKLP
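System: CHO-K1 cell line with stable human muscarinic M5 receptor expression | Also added: EC20 acetylcholine as agonist stimulus | Compound: One concentration, 3 µM final (nominal) | Timing: Fluo-8 loading 80 min at 37 °C plus 30 min room temperature | Measured by: Fluo-8 calcium dye fluorescence, kinetic read | Read-out basis: % activation, ACh-normalized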
M1 PAM parental – counter-screen for M1 PAMs: effect in parental CHO-K1 cells. ATP EC20, Fluo-8 calcium fluorescence; 0% at ATP EC20, 100% at ATP max. activation, % at 3 µM. hit rate 0.02% among 360,000;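 active = activation above the run cutoff, the mean activation of all test compounds plus 3 SD, cut at about 40% in these data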;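 also: peak over basal fluorescence ratio in a 140 s read after ATP addition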
CHRM4 PAM – potentiates acetylcholine response at human M4 receptor. P08173. CHO-K1 hM4/Gqi5, Fluo-8 calcium fluorescence, ACh EC20; 0% = ACh EC20, 100% = maximal ACh. activation, % at 3 µM. hit rate 0.4% among 360,000;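 active = activation above its plate's cutoff, the mean activation of sample wells plus 3 SD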; also: some results filed as inactive read as strong as hits
Target sequence (P08173 whole entry, looked up): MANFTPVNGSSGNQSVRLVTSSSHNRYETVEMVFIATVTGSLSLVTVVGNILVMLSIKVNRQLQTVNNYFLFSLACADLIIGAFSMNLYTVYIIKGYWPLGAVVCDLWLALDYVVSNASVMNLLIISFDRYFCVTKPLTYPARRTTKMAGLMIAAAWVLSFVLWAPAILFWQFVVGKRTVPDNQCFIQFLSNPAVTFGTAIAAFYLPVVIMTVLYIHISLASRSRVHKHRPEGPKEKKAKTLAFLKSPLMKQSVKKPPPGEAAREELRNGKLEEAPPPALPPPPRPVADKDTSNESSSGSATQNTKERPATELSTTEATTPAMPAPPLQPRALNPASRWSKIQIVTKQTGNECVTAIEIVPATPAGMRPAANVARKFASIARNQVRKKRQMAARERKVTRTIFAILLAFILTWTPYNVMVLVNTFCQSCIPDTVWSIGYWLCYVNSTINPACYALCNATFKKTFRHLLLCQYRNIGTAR
CHO-K1 Ca antag – counter-screen for M1 antagonists: effect in parental CHO-K1 cells; ATP-induced calcium, Fluo-8 fluorescence; inhibition, % at 3 µM; hit rate 0.6% among 360,000;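 active = inhibition above a per-plate cutoff, the plate's mean sample inhibition plus 3 SD, cut at about 24% in these data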;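 also: 0% = DMSO plus EC80 ATP and 100% = DMSO alone without ATP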
CHRM4 antagonist – CHRM4 antagonism in calcium assay. P08173. CHO-hM4 cells, ACh EC80, Fluo-8 calcium fluorescence. inhibition, % at 3 µM. hit rate 0.73% among 360,000. AID 624125;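 active = inhibition above its plate's cutoff, the mean inhibition of sample wells plus 3 SD, cut at about 27% in these data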;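 also: 0% = acetylcholine EC80 with DMSO and 100% = DMSO without agonist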
M5 ag – agonists of human muscarinic M5 receptor (CHRM5). P08912. CHO-K1 hM5 cells, Fluo-8 calcium fluorescence; 0% DMSO wells, 100% maximal acetylcholine response. activation, % at 3 µM. hit rate 0.19% among 360,000. AID 624037;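 active = activation above the run's mean over test compounds plus 3 SD, cut at about 23% in these data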;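 also: signal is peak over basal fluorescence ratio across the kinetic read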
M1 ag parental – counter-screen for M1 agonists: effect in parental CHO-K1 cells; hit rate 0.48% among 360,000; activation, % at 3 µM; Fluo-8 calcium fluorescence; scaled to maximal ATP response, vehicle zero; AID 602248; in the data active = activation above about 15%;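 also: untransfected CHO-K1 host cells lacking M1 receptor as counterscreen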
M5 antag – antagonists of human muscarinic M5 receptor (CHRM5); hit rate 0.59% among 360,000; CHO-hM5 cells, Fluo-8 calcium fluorescence, ACh EC80; inhibition, % at 3 µM;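 active = inhibition above a per-plate cutoff, the mean of that plate's test compounds plus 3 SD, cut at about 27% in these data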;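 also: 0% = acetylcholine EC80 with DMSO and 100% = DMSO without agonist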
M4 ag – agonists of human muscarinic M4 receptor (CHRM4) | P08173 | AID 624127 | hit rate 0.14% among 360,000 | activation, % at 3 µM | CHO-K1 hM4/Gqi5, Fluo-8 calcium fluorescence; vehicle 0%, full acetylcholine response 100%;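 active = activation above the run mean over all test wells plus 3 SD, cut at about 32% in these data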;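 also: peak over basal fluorescence ratio per well then scaled between controls; 0% = DMSO wells and 100% = acetylcholine at EC100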
The depositor's hits bear a star; & = joins results of further samples.

CCCCNC(=O)c1nc(C2CCN(S(=O)(=O)c3ccccc3)CC2)oc1-c1cccc(C(F)(F)F)c1 was read as M5 PAM 7, M1 PAM parental 10, CHRM4 PAM 0, CHO-K1 Ca antag -15, CHRM4 antagonist -5, M5 ag 2, M1 ag parental 0.1, M5 antag -2 and M4 ag 2.
`COc1ccc(-c2nnc(SCc3c(C)noc3C)o2)cc1` gave M5 PAM 5, M1 PAM parental 2, CHRM4 PAM 9, CHO-K1 Ca antag -3, CHRM4 antagonist -7, M5 ag -7, M1 ag parental 0.9, M5 antag 12 and M4 ag 2.
`Cc1ccc(C(=O)Nc2cccc(C(O)c3ccccc3)c2)cc1` (stereo unspecified) gave M5 PAM 7, M1 PAM parental -7, CHRM4 PAM 4, CHO-K1 Ca antag 2, CHRM4 antagonist -10, M5 ag -4, M1 ag parental 0.2, M5 antag 1 and M4 ag 3.
COc1ccc(Cl)cc1NC(=O)CN1CCC(n2nnc3cc(F)ccc32)CC1 was read as M5 PAM -6, M1 PAM parental -4, CHRM4 PAM 6, CHO-K1 Ca antag -15, CHRM4 antagonist -2, M5 ag -1, M1 ag parental 0.3, M5 antag 3 and M4 ag 1.
Screening C[C@@H](NC(=O)c1[nH]cnc1C(=O)Nc1ccon1)c1ccccc1 returned M5 PAM -2, M1 PAM parental -10, CHRM4 PAM 11, CHO-K1 Ca antag -8, CHRM4 antagonist -1, M5 ag 3, M1 ag parental 0.1, M5 antag 0 and M4 ag 1.
Screening Cc1noc(C)c1COc1cccc(C(=O)Nc2ccc(C#N)cc2)c1 returned M5 PAM -5, M1 PAM parental 7, CHRM4 PAM -7, CHO-K1 Ca antag -2, CHRM4 antagonist -1, M5 ag 1, M1 ag parental 5.5, M5 antag 8 and M4 ag 12.
`CCCCCCN1C[C@@H](O)[C@H](n2cc(COC(=O)c3ccccc3)nn2)C[C@@H]1c1ccccc1` gave M5 PAM 3, M1 PAM parental 21, CHRM4 PAM 6, CHO-K1 Ca antag -3, CHRM4 antagonist -16, M5 ag -1, M1 ag parental 1.0, M5 antag -5 and M4 ag 1.
For COc1ccc(C(=O)OCC(=O)NC2CCCC2)c(OC)c1OC the results were M5 PAM -15, M1 PAM parental 1, CHRM4 PAM -6, CHO-K1 Ca antag -1, CHRM4 antagonist -3, M5 ag 4, M1 ag parental 6.5, M5 antag 13 and M4 ag 20.
CCn1c(SCC(=O)Nc2cc(C)on2)nnc1-c1ccc(S(=O)(=O)N2CCN(C)CC2)cc1 was read as M5 PAM -8, M1 PAM parental -5, CHRM4 PAM 11, CHO-K1 Ca antag 11, CHRM4 antagonist 9, M5 ag -4, M1 ag parental -0.3, M5 antag 22 and M4 ag 0.
Screening COc1ccc(-c2noc(-c3cccnc3)n2)cc1OC returned M5 PAM -7, M1 PAM parental -1, CHRM4 PAM 0, CHO-K1 Ca antag -1, CHRM4 antagonist -9, M5 ag 3, M1 ag parental 0.9, M5 antag 0 and M4 ag 2.
`N#CC1=C(N)C(C#N)(C#N)[C@H](c2c(F)cccc2F)[C@H]2CC3(CC=C12)OCCO3` gave M5 PAM -1, M1 PAM parental -10, CHRM4 PAM -14, CHO-K1 Ca antag 8, CHRM4 antagonist 19, M5 ag 4, M1 ag parental 1.7, M5 antag 2 and M4 ag 4.
`CCOCCNC(=O)c1ccc2c3c(cccc13)CC2` gave M5 PAM 4, M1 PAM parental 12, CHRM4 PAM 2, CHO-K1 Ca antag -3, CHRM4 antagonist 1, M5 ag -11, M1 ag parental 0.2, M5 antag 0 and M4 ag 1.
For CCOC(=O)N1CCN(C(=O)CNC(=O)c2ccc(Br)cc2)CC1 the results were M5 PAM 0, M1 PAM parental 3, CHRM4 PAM 11, CHO-K1 Ca antag -5, CHRM4 antagonist -8, M5 ag -1, M1 ag parental 0.3, M5 antag -3 and M4 ag 1.
For CC(=O)Nc1ccc(S(=O)(=O)N(CCCN2CCOCC2)Cc2cccs2)cc1 the results were M5 PAM -1, M1 PAM parental -6, CHRM4 PAM -2, CHO-K1 Ca antag 15, CHRM4 antagonist 1, M5 ag 0, M1 ag parental -0.2, M5 antag -3 and M4 ag 1.
Screening CC(C)n1nnnc1SCC(=O)NCc1ccc2c(c1)OCO2 returned M5 PAM 4, M1 PAM parental 18, CHRM4 PAM -1, CHO-K1 Ca antag 1, CHRM4 antagonist 6, M5 ag 0, M1 ag parental 0.5, M5 antag -1 and M4 ag 0.
CCN1C(=O)[C@@H]2[C@@H](c3ccc(SC4CCCCC4)cc3)N3CCCC[C@@]3(C(=O)OC)[C@@H]2C1=O was read as M5 PAM -4, M1 PAM parental 14, CHRM4 PAM 2, CHO-K1 Ca antag -7, CHRM4 antagonist -9, M5 ag 4, M1 ag parental 0.7, M5 antag 7 and M4 ag 4.
Cc1ccc(Cl)cc1NC1=C/C(=N\S(=O)(=O)c2cccs2)c2ccccc2C1=O was read as M5 PAM 12&1, M1 PAM parental 7&14, CHRM4 PAM 9&-1, CHO-K1 Ca antag -10&-8, CHRM4 antagonist -1&9, M5 ag 7&2, M1 ag parental 0.8&0.9, M5 antag 6&-6 and M4 ag 3&2.
CC(C)CCn1nnnc1C(c1ccc(F)cc1)N1CCN(C(=O)c2ccco2)CC1 (stereo unspecified) was read as M5 PAM -3, M1 PAM parental 7, CHRM4 PAM 1, CHO-K1 Ca antag -13, CHRM4 antagonist 0, M5 ag -4, M1 ag parental 0.2, M5 antag 0 and M4 ag 1.
`CCCCc1nc2ccccc2c(NC(=O)CN2CCN(C)CC2)c1CCC` gave M5 PAM -1, M1 PAM parental 23, CHRM4 PAM -1, CHO-K1 Ca antag -12, CHRM4 antagonist 1, M5 ag -6, M1 ag parental 1.2, M5 antag 2 and M4 ag 1.
`Cc1cc(C)c2c3c(sc2n1)C1(CCSCC1)C(C#N)=C(N)O3` gave M5 PAM 0, M1 PAM parental -9, CHRM4 PAM 2, CHO-K1 Ca antag -17, CHRM4 antagonist 3, M5 ag 4, M1 ag parental 2.0, M5 antag 5 and M4 ag 2.

Reprinted from the part before: 2 entries, followed by the next part.
`CCCCc1nc2ccccc2c(NC(=O)CN2CCN(C)CC2)c1CCC` gave M5 PAM -1, M1 PAM parental 23, CHRM4 PAM -1, CHO-K1 Ca antag -12, CHRM4 antagonist 1, M5 ag -6, M1 ag parental 1.2, M5 antag 2 and M4 ag 1.
`Cc1cc(C)c2c3c(sc2n1)C1(CCSCC1)C(C#N)=C(N)O3` gave M5 PAM 0, M1 PAM parental -9, CHRM4 PAM 2, CHO-K1 Ca antag -17, CHRM4 antagonist 3, M5 ag 4, M1 ag parental 2.0, M5 antag 5 and M4 ag 2.
Screening Cc1ccc(C(=O)Nc2cccc(C(=O)N/N=C/c3ccc(F)cc3)c2)cc1 returned M5 PAM -8, M1 PAM parental -22, CHRM4 PAM -8, CHO-K1 Ca antag -13, CHRM4 antagonist 7, M5 ag -1, M1 ag parental 4.7, M5 antag 17 and M4 ag 8.
Screening COCc1cc(C)nc2sc(C(=O)NCCO)c(-n3cccc3)c12 returned M5 PAM 2, M1 PAM parental 17, CHRM4 PAM 3, CHO-K1 Ca antag 7, CHRM4 antagonist -6, M5 ag -1, M1 ag parental 0.5, M5 antag 2 and M4 ag 1.
`O=C(NCCN1C(=O)S/C(=C/c2cccnc2)C1=O)c1ccc(S(=O)(=O)N2CCCC2)cc1` gave M5 PAM -1, M1 PAM parental -9, CHRM4 PAM -12, CHO-K1 Ca antag 1, CHRM4 antagonist 24, M5 ag 0, M1 ag parental 0.2, M5 antag 4 and M4 ag 8.
Screening CCCn1c(SCC(=O)c2c(N)n(C3CC3)c(=O)[nH]c2=O)nnc1-c1ccncc1 returned M5 PAM 3, M1 PAM parental -16, CHRM4 PAM 1, CHO-K1 Ca antag 13, CHRM4 antagonist -5, M5 ag 2, M1 ag parental -0.2, M5 antag 15 and M4 ag 0.
COc1ccc2c(c1)c(=O)c(C(=O)c1ccccc1)cn2Cc1ccc(C)cc1 was read as M5 PAM -2, M1 PAM parental 10, CHRM4 PAM 1, CHO-K1 Ca antag 3, CHRM4 antagonist -8, M5 ag 0, M1 ag parental 5.9, M5 antag 6 and M4 ag 3.
COC(CNC(=O)c1ccc2c(c1)ncn2-c1ccc(F)c(F)c1)OC was read as M5 PAM -7, M1 PAM parental 16, CHRM4 PAM 5, CHO-K1 Ca antag 0, CHRM4 antagonist -4, M5 ag -1, M1 ag parental 0.3, M5 antag 2 and M4 ag 2.
For CCN1/C(=C2\C(=O)N(C)C(=S)N2C)C=Cc2cc(C)ccc21 the results were M5 PAM 1, M1 PAM parental 22, CHRM4 PAM 10, CHO-K1 Ca antag -8, CHRM4 antagonist -1, M5 ag -2, M1 ag parental 0.8, M5 antag 3 and M4 ag 1.
COc1cc(NC(=O)CC[C@H]2O[C@@H](n3cnc4c(NC(=O)c5ccccc5)ncnc43)[C@H](O)[C@@H]2O)cc(OC)c1OC was read as M5 PAM -10, M1 PAM parental -5, CHRM4 PAM -9, CHO-K1 Ca antag 13, CHRM4 antagonist 0, M5 ag 2, M1 ag parental -0.1, M5 antag 3 and M4 ag 0.
For C=CCn1c(NCCO)nc2sc3c(c2c1=O)CCC3 the results were M5 PAM -4, M1 PAM parental 3, CHRM4 PAM 1, CHO-K1 Ca antag 8, CHRM4 antagonist -8, M5 ag 0, M1 ag parental 0.0, M5 antag 0 and M4 ag 0.
`COCCN=C1Sc2nc3c(C)cccc3cc2CN1Cc1ccco1` gave M5 PAM 5, M1 PAM parental 17, CHRM4 PAM -7, CHO-K1 Ca antag -17, CHRM4 antagonist 6, M5 ag -7, M1 ag parental 0.5, M5 antag -2 and M4 ag 0.
Screening CC(C)C(=O)N1CCN(c2ccc(NC(=O)c3ccc([N+](=O)[O-])o3)cc2Cl)CC1 returned M5 PAM -1, M1 PAM parental -2, CHRM4 PAM -2, CHO-K1 Ca antag -2, CHRM4 antagonist 7, M5 ag 7, M1 ag parental 9.8, M5 antag 11 and M4 ag 14.
For COc1ccc(NC(=O)c2nc[nH]c2C(=O)N2CCC(C)CC2)cc1 the results were M5 PAM -4, M1 PAM parental -24, CHRM4 PAM 1, CHO-K1 Ca antag 4, CHRM4 antagonist 1, M5 ag 4, M1 ag parental -0.1, M5 antag 7 and M4 ag 1.
CCN(CC(=O)Nc1c(F)cccc1F)C(=O)C1CCCN(C(=O)c2ccc(Cl)cc2)C1 (stereo unspecified) was read as M5 PAM -3, M1 PAM parental 7, CHRM4 PAM -2, CHO-K1 Ca antag -8, CHRM4 antagonist 1, M5 ag -1, M1 ag parental 0.8, M5 antag 4 and M4 ag 1.
For COC(=O)[C@]12CCCCC=C1N(Cc1ccccc1)C(=O)[C@H](CC(=O)NCCC(C)C)C2 the results were M5 PAM -13, M1 PAM parental 5, CHRM4 PAM 0, CHO-K1 Ca antag -2, CHRM4 antagonist -21, M5 ag 5, M1 ag parental 3.8, M5 antag 0 and M4 ag 11.
COc1ccc([N+](=O)[O-])cc1NC(=O)CC1SC(=Nc2cccc(C)c2C)N(/N=C/c2cccc(OC)c2OC)C1=O (stereo unspecified) was read as M5 PAM 1&-5, M1 PAM parental -16&7, CHRM4 PAM -2&3, CHO-K1 Ca antag -1&-3, CHRM4 antagonist 7&-2, M5 ag 4&1, M1 ag parental 0.1&0.5, M5 antag 14&3 and M4 ag 0&3.

Source: PubChem (The Scripps Research Institute Molecular Screening Center)
